AHR act – human AHR activation | P35869 | AHR-responsive luciferase reporter cells, luminescence | activation, % at 5 µM | actives 2.5% (n = 320,000) | AID 2796; in the data active = activation above about 47%;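 note: 0% = vehicle wells and 100% = reference agonist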
EBNA-1 inh – blocks EBNA-1 binding to DNA; actives 0.34% (n = 300,000); AID 1950; inhibition, % at 14.8 µM; EBNA-1 DNA binding, fluorescence polarization; in the data active = inhibition above about 28%
procasp7 counter – counter-screen for procaspase-3 activators: activators of human procaspase-7 | activation, % at 8.5 µM | recombinant procaspase-7, Ac-DEVD-pNA absorbance 405 nm; D23A/D198A/D206A triple mutant, cannot self-cleave; scale: DMSO 0, 5 µM enzyme 100 | P55210 | actives 0.093% (n = 330,000);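 active = percent activation above the screen-wide mean plus 3 SD, cut at about 25% in these data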
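Assay system – Uncleavable procaspase-7 mutant enzyme · Quantity – 2 µM procaspase-7 mutant as dispensed · Times – 1 h preincubation, 2 h reaction · Dosing – single nominal 8.5 µM compound dose, 0.8% DMSO final · Buffer or medium – Zinc-free 50 mM HEPES buffer, pH 7.4, with NaCl and Triton X-100 · Detection – Epi-absorbance of released pNA at 405 nm, two timepoints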
MEP2-GFP yeast – alters MEP2-GFP fluorescence in TOR pathway yeast screen | actives 0.51% (n = 330,000) | S. cerevisiae MEP2-GFP strain, flow cytometry GFP, 3 h; 100% = DMSO control level | GFP response vs DMSO, % at 10 µM;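 active = GFP response versus DMSO above a set limit, roughly screen mean plus 3 SD, cut at about 180% in these data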;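 note: median GFP fluorescence of the barcode-gated MEP2-GFP cells per well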
RPL19A-GFP yeast – alters RPL19A-GFP fluorescence in TOR pathway yeast screen | percent response vs DMSO, % at 10 µM | AID 2025 | actives 0.3% (n = 330,000) | S. cerevisiae RPL19A-GFP strain, flow cytometry, 3 h; stronger effect = lower value;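 active = percent response vs DMSO below 50%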;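 note: median channel GFP fluorescence of the barcoded RPL19A-GFP strain; ratio of sample median GFP to plate DMSO average so 100% = DMSO; lower means less RPL19A-GFP as with rapamycin TOR inhibition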
proCasp3 act – activators of human procaspase-3. P42574. AID 463141. actives 0.11% (n = 330,000). recombinant procaspase-3 D3A, Ac-DEVD-pNA absorbance 405 nm. activation, % at 8.5 µM;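 active = activation above the mean of all tested compounds plus 3 SD, cut at about 21% in these data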;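 note: 0% = DMSO alone and 100% = DMSO wells spiked with extra 5 µM PC-3 D3A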
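Evaluation: percent activation relative to control range; Material: Procaspase-3 D3A mutant, all three cleavage aspartates alanine; Compound: single dose, 8.5 µM nominal compound, 0.8% DMSO; Replication: one well per compound; Signal: absorbance at 405 nm, 0 and 120 min; Schedule: 1 h preincubation plus 2 h reaction at 25 °C.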
LAP4-GFP MLPCN – alters LAP4-GFP fluorescence in TOR pathway yeast screen | actives 0.34% (n = 320,000) | GFP response vs DMSO, % at 10 µM | AID 2023 | S. cerevisiae LAP4-GFP multiplex, flow cytometry GFP, 3 h; median GFP as percent of DMSO wells;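 active = GFP response vs DMSO above a set limit, about the screen mean plus 3 SD, cut at about 150% in these data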
ZTA DNA inh – ZTA (EBV) inhibition in EBNA-1 counter-screen; P03206; ZTA-DNA binding, fluorescence polarization; inhibition, % at 11 µM; actives 0.15% (n = 320,000); in the data active = inhibition above about 33%
Starred values were filed as active, the others as inactive; · = not tested or not shown.

Start of the listing, in advance (2 entries):
SMILES | AHR act | EBNA-1 inh | procasp7 counter | MEP2-GFP yeast | RPL19A-GFP yeast | proCasp3 act | LAP4-GFP MLPCN | ZTA DNA inh
Cc1ccccc1NC(=O)CSc1nc2ncc(Cl)cc2[nH]1 | 13 | -11 | 3 | 93 | 103 | 3 | 97 | 9
Cc1ccc(S(=O)(=O)N2CCC(=O)N(CCOCc3ccc(F)cc3)CC2)cc1 | 1 | 6 | 9 | 88 | 91 | 1 | 119 | -16

This part in full, previewed entries included:
SMILES | AHR act | EBNA-1 inh | procasp7 counter | MEP2-GFP yeast | RPL19A-GFP yeast | proCasp3 act | LAP4-GFP MLPCN | ZTA DNA inh
Cc1ccccc1NC(=O)CSc1nc2ncc(Cl)cc2[nH]1 | 13 | -11 | 3 | 93 | 103 | 3 | 97 | 9
Cc1ccc(S(=O)(=O)N2CCC(=O)N(CCOCc3ccc(F)cc3)CC2)cc1 | 1 | 6 | 9 | 88 | 91 | 1 | 119 | -16
CCOC(=O)C(C)c1c(C(=O)c2ccc(C)nc2)c2ccccc2n1C (stereo not given) | 3 | 13 | 6 | 98 | 95 | 3 | 94 | 26
O=C(c1ccc2ncsc2c1)N1CCN(c2nc3ccccc3s2)CC1 | -3 | 4 | -8 | 101 | 104 | 3 | 114 | -9
CC(=O)N1N=C(c2c(-c3ccccc3)c3cc(C)ccc3[nH]c2=O)CC1c1ccco1 (stereo not given) | 6 | -6 | -12 | 87 | 96 | 5 | 90 | 11
CC(=O)Nc1ccccc1NS(=O)(=O)c1ccc(Cl)cc1 | 1 | -3 | 2 | 106 | 94 | -3 | 93 | 0
CN(C)C(=O)CC12CC3CC(C1)CC(CC(=O)N(C)C)(C3)C2 | 1 | -6 | -7 | 96 | 107 | -2 | 93 | 2
C(=N\n1cnnc1)/C1CCCCC1 | 3 | 1 | 1 | 89 | 91 | -6 | 87 | -7
COc1cc(NC(=O)c2ccco2)c(OC)cc1NC(=O)Nc1ccc(Cl)cc1 | -3 | -6 | -5 | 111 | 105 | 2 | 104 | 0
Cc1onc(C(=O)N2CCC(Cc3ccccc3)CC2)c1[N+](=O)[O-] | -1 | -6 | -3 | 112 | 114 | -6 | 97 | 1
CC(C)NC(=O)C(=O)Nc1cc2c3c(c1)C(C)C(=O)N3CCC2 (stereo not given) | 13 | -9 | 4 | 95 | 98 | 7 | 93 | -29
O=C(CNS(=O)(=O)c1ccccc1)NCc1cccnc1 | 1 | -8 | 15 | 92 | 96 | 2 | 89 | -3
CN(CC(=O)Nc1nc2ccccc2s1)S(=O)(=O)c1ccc(Br)cc1 | 12 | -3 | 1 | 93 | 92 | 5 | 104 | -33
COc1cccc(NC(=O)COC(=O)c2nc(Cl)ccc2Cl)c1 | 4 | -10 | 3 | 102 | 107 | -5 | 93 | -14
O=C(Cc1ccccc1)Nc1ccc(NC(=O)Cc2ccccc2)c(Cl)c1 | -6 | 5 | 7 | 103 | 101 | -2 | 101 | 23
COc1ccc(Nc2ncnc3sc(C)cc23)cc1 | 37 | 6 | 4 | 111 | 92 | -4 | 104 | -2
CCCS(=O)(=O)N1CCN(C(=O)c2cccnc2)CC1 | -2 | -6 | 3 | 92 | 98 | 12 | 89 | 5
O=C(Cc1csc(-c2ccc(F)cc2)n1)Nc1cccc(S(=O)(=O)NC2=NCCC2)c1 | 0 | · | -13 | 103 | 98 | 3 | 104 | -12
O=C/C(=C\Nc1ccc(C(=O)N2CCOCC2)cc1)c1nc2ccccc2o1 | 23 | 9 | 5 | 93 | 98 | -7 | 99 | -2
O=C(NCc1ccncc1)/C(=C\c1ccc(F)cc1)NC(=O)c1ccccc1 | 3 | 6 | 1 | 102 | 105 | 8 | 90 | 14
NC(=O)c1cccc2c3c([nH]c12)CCCC3 | -3 | -4 | -9 | 108 | 104 | -5 | 97 | -5
CCc1nnc(NC(=O)CSc2nnc3c(C)cc4c(C)ccc(C)c4n23)s1 | 2 | 1 | 0 | 105 | 103 | 22* | 95 | -5
CCn1c(SCC(=O)c2ccccc2)nc2ccccc2c1=O | 17 | -1 | -4 | 94 | 102 | 0 | 94 | -8
CCN1CC(CNCc2cn(-c3ccc(OC)cc3)nc2-c2ccccc2Cl)CC1=O (stereo not given) | -2 | 12 | 15 | 102 | 104 | 4 | 108 | 12
CC(=O)/C(=C/Nc1ccc(Oc2ccccc2)cc1)c1ccccc1 | 8 | 5 | 10 | 101 | 99 | 1 | 108 | 4
CC(=O)NC(=S)Nc1ccc(NC(=O)c2cccnc2Cl)cc1 | -2 | -8 | 7 | 95 | 97 | -4 | 110 | 6
O=C(C1CCCN(Cc2ccccc2F)C1)N1CCCCC1 (stereo not given) | -1 | -1 | 9 | 93 | 90 | 2 | 81 | 11
Cn1c2c(c3ccccc31)CCN1CCC[C@]21c1ccccc1 | 7 | -3 | -4 | 94 | 93 | -5 | 116 | 9
Cc1cc(-c2n[nH]c(=S)n2/N=C/C=C/c2ccccc2)n[nH]1 | 30 | 1 | -12 | 96 | 103 | -4 | 91 | -6
Cc1ccc2cc(NC(=O)c3ccccc3)ccc2n1 | 0 | 7 | 1 | 108 | 100 | -10 | 104 | -3
CC(C)(C)c1nnc(N/N=C/c2ccccc2)n(N)c1=O | 20 | 7 | -19 | 95 | 98 | -10 | 94 | 0
Nc1nnc(Cc2ccccc2F)s1 | 3 | 4 | -7 | 108 | 97 | 2 | 99 | 2
O=C(NCC1CCCO1)C1CC(=O)N(C2CCCC2)C1 (stereo not given) | 3 | 18 | 4 | 104 | 108 | -2 | 109 | -9
CN(C)S(=O)(=O)c1cccc(C(=O)NCc2cccs2)c1 | 10 | 13 | -2 | 93 | 95 | 7 | 93 | 12
CCOC(=O)C1(Cc2cccc(Cl)c2)CCCN(C(=O)CCSC)C1 (stereo not given) | 1 | -4 | 10 | 97 | 100 | -3 | 85 | -5
CCS(=O)(=O)N1CCC(C(=O)NCCN2CCOCC2)CC1 | -3 | 3 | -2 | 108 | 106 | -3 | 107 | 4
COc1ccccc1-c1cc(C(F)(F)F)n2ncc(C(=O)N3CCc4ccccc4C3)c2n1 | 6 | 5 | 4 | 99 | 104 | 4 | 91 | -7
CC1CN(C(=S)Nc2cccc(F)c2)CC(C)O1 (stereo not given) | 1 | -2 | 7 | 102 | 100 | 4 | 81 | -4
COCCn1c(-c2ccc(F)cc2)nc2cccnc21 | 3 | 7 | 5 | 113 | 109 | 3 | 106 | -9
COc1cc(-n2c(=O)c3ccccc3n(CC(=O)c3ccc(Br)cc3)c2=O)cc(OC)c1OC | 0 | -4 | 2 | 95 | 87 | 4 | 94 | 3
CCCCc1ccc(NC(=O)N2CCNC(=O)C2CC(=O)Nc2ccsc2C(=O)OC)cc1 (stereo not given) | -1 | -3 | 1 | 92 | 94 | 3 | 102 | -8
CC1(C)Oc2cc3oc(=O)ccc3cc2C[C@@H]1O | -1 | · | -5 | 99 | 93 | -2 | 100 | ·
CC(C)Sc1nnc(NC(=O)CCc2ccccc2)s1 | 9 | 0 | -2 | 102 | 101 | 5 | 108 | -21
O=C(CN(Cc1ccccc1)C(=O)c1ccc2c(c1)OCCO2)NCc1ccc2c(c1)OCO2 | 7 | 3 | -6 | 107 | 97 | 6 | 101 | -14
Cc1nnc(SCC(=O)Nc2ccc(OC(F)F)c(Cl)c2)n(N)c1=O | 5 | · | 2 | 102 | 104 | 8 | 96 | ·
COc1cc(NC(=O)CCc2nnc3ccc(NCc4ccco4)nn23)cc(OC)c1 | 13 | -5 | -4 | 106 | 99 | -5 | 98 | 1
OCCN1CCN(C2CCC(c3ccc(F)cc3)c3ccc(F)cc32)CC1 (stereo not given) | -2 | -19 | 1 | 95 | 91 | -5 | 145 | 1
O=C(NCC1CCCO1)c1ccc(CS(=O)(=O)Cc2ccc(F)cc2)o1 (stereo not given) | 1 | -9 | 17 | 116 | 108 | 3 | 106 | -1
COC(=O)[C@@]12CCCN1[C@H](c1ccc(-c3ccc4c(c3)OCO4)cc1)[C@H]1C(=O)N(C)C(=O)[C@H]12 | 0 | · | 7 | 104 | 108 | 1 | 108 | ·
COC(=O)c1ccccc1OC(=O)c1ccc(Br)o1 | -2 | 2 | 4 | 108 | 106 | 7 | 102 | 12
COc1cc(CN(C2CCCCC2C)S(=O)(=O)c2ccc(S(=O)(=O)NC3CC3)cc2)cc(OC)c1OC (stereo not given) | 7 | 13 | 14 | 101 | 97 | 17 | 97 | 10
COc1ccccc1Nc1nc(-c2cccc([N+](=O)[O-])c2)nc2ccccc12 | 2 | -3 | 14 | 112 | 98 | -2 | 102 | -2
CCn1cnc2cc(NCc3ccc(OC)cc3)ccc21 | 16 | -3 | -5 | 96 | 94 | -3 | 96 | -7
O=C(c1cccc(S(=O)(=O)N2CCN(c3ccccc3)CC2)c1)N1CC=C(c2ccccc2)CC1 | 7 | -9 | -4 | 88 | 102 | -4 | 103 | -14
C/C(=N\NC(=S)Nc1ccc(C)c(C)c1)c1ccc(N2CCOCC2)cc1 | 30 | -13 | -27 | 102 | 100 | -17 | 114 | -31
O=C(NCCCN1CCOCC1)c1cc(S(=O)(=O)N2CCOCC2)c(Cl)cc1Cl | -1 | · | 8 | 108 | 109 | 5 | 96 | 0
Cc1ccc(CCN2CCN=C2N(C)C)cc1 | -1 | 0 | -7 | 93 | 94 | 6 | 122 | -17
CCCn1c(N)c(C(=O)CSc2ncn[nH]2)c(=O)n(C)c1=O | 2 | · | 8 | 100 | 102 | 1 | 98 | 10
COc1ccc(NC(=O)CCS(=O)(=O)c2cccc3nonc23)cc1Cl | -1 | 0 | 2 | 105 | 102 | 0 | 106 | 8
O=C(CN1C(=O)NC2(CCCCCCC2)C1=O)NCc1cccs1 | -2 | -7 | -8 | 103 | 104 | 1 | 99 | 4

2 entries drawn at random from those above, as already listed:
SMILES | AHR act | EBNA-1 inh | procasp7 counter | MEP2-GFP yeast | RPL19A-GFP yeast | proCasp3 act | LAP4-GFP MLPCN | ZTA DNA inh
CCCn1c(N)c(C(=O)CSc2ncn[nH]2)c(=O)n(C)c1=O | 2 | · | 8 | 100 | 102 | 1 | 98 | 10
O=C(c1cccc(S(=O)(=O)N2CCN(c3ccccc3)CC2)c1)N1CC=C(c2ccccc2)CC1 | 7 | -9 | -4 | 88 | 102 | -4 | 103 | -14

Other compounds follow.
SMILES | AHR act | EBNA-1 inh | procasp7 counter | MEP2-GFP yeast | RPL19A-GFP yeast | proCasp3 act | LAP4-GFP MLPCN | ZTA DNA inh
O=C(CSc1ccc(-c2cccnc2)nn1)N1CCCc2ccccc21 | 48* | -5 | 1 | 96 | 97 | 5 | 100 | -5
CN(C)c1ccc(C(=O)N/N=C/c2cc(Br)cc(Br)c2O)cc1 | 4 | 9 | -34 | 95 | 94 | -30 | 105 | 7
CC(=O)N1CCN(C(=O)/C(C#N)=C/c2ccc3c(c2)OCO3)CC1 | 0 | -18 | -5 | 95 | 99 | -2 | 99 | 3
CC1CCN(c2ccc(/C=N/n3nnnc3N)cc2[N+](=O)[O-])CC1 | -2 | 3 | 10 | 96 | 99 | -7 | 102 | 1
CC1(N2CCOCC2)CC2(O)C(=[N+]1[O-])CCc1nonc12 (stereo not given) | 4 | 2 | -2 | 102 | 96 | -2 | 103 | 9
O=C(CN1CCN(S(=O)(=O)c2ccccc2[N+](=O)[O-])CC1)Nc1ccc(N2CCOCC2)cc1 | 3 | -6 | 12 | 95 | 98 | 9 | 103 | 7

Profiles, looked up by structure. Order of values: AHR act	EBNA-1 inh	procasp7 counter	MEP2-GFP yeast	RPL19A-GFP yeast	proCasp3 act	LAP4-GFP MLPCN	ZTA DNA inh
Shown for CC(C)(C)c1nnc(N/N=C/c2ccccc2)n(N)c1=O → 20	7	-19	95	98	-10	94	0
Shown for CN(C)c1ccc(C(=O)N/N=C/c2cc(Br)cc(Br)c2O)cc1 → 4	9	-34	95	94	-30	105	7

Bioassay records (PubChem BioAssay)

An unsorted share of the library; 3.8% or so of the library scored in one or more.
